# TGFb SMAD3 inh – TGF-b pathway inhibition; Potency, µM (doses to about 46.1 µM), inactives show at the top dose activity, negative = inhibition, hits mostly inhibitors; AID 588855; 410,000 compounds, 1.2% hits; HepG2 CAGA-GFP TGF-b/SMAD3 reporter, GFP fluorescence, 18 h; TGF-beta stimulated, 500 pg/mL final; note: potency is the fitted concentration of half-maximal effect; % is set by controls: 0 for no effect and ±100 for the full control effect; nearly all actives have a fitted effect of over 65% in size
#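 HEPG2 CAGA-GFP cells (1000/well, DMEM with 1% FBS) were pre-incubated 2 h at 37 degrees C, given compound by pin tool, then stimulated with TGF-beta at 500 pg/mL final for 18 h before per-cell GFP fluorescence imaging.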
# Akt phos inh – Akt phosphorylation inhibition | 360,000 compounds, 0.32% hits | Neuro2A IGF-stimulated pAkt S473 HTRF, 20 min; hits give low values | AID 651550 | activity change, % for hits at 50 µM; in the data active = activity change below about -80%; inconclusive = mostly about -51% to -80%; note: % is set by controls: 0 for no effect and ±100 for the full control effect
#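 Neuro2A cells (4,500/well, DMEM with 0.5% FBS) were treated with compound at a single 50 µM final concentration, stimulated with 6 nM IGF for 20 min at 37 °C, and lysed. Phospho-Akt Ser473 was read by HTRF as 665/615 ratio ×10^4.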
# Nrf2 block – blocks Nrf2 signaling; 360,000 compounds, 2.1% hits; A549 ARE-Fluc reporter, luciferase luminescence, 18-24 h; Potency, µM (doses to about 46 µM), for the others: top-dose activity change, negative = inhibition, usual class: inhibitors; note: potency is the fitted concentration of half-maximal effect; % is set by controls: 0 for no effect and ±100 for the full control effect; nearly all actives have a fitted effect of over 60% in size
#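 Nrf2 function is reported as luminescence of an ARE-controlled luciferase in A549 cells. Compounds were tested at several concentrations, and a CellTiter-Fluor read on the same wells flagged cytotoxicity.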
# CCT modulator – changes cytosolic chaperonin activity. purified chaperonin ATPase assay, HTRF ADP detection, 30 min. activity change, % (test concentration not listed), hits read low. 360,000 compounds, 0.3% hits; in the data active = activity change below about -30%; note: % is set by controls: 0 for no effect and ±100 for the full control effect
#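 ATPase activity: ADP formed was measured by HTRF Transcreener (665/615 nm ratio) after 30 min at 37 deg C with 10 uM ATP. Compounds screened at one 76 uM concentration against 40 or 20 nM TRiC in Tris pH 7.4/KCl/MgCl2/DTT buffer.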
# Nrf2 activator – activators of Nrf2 (ARE) signaling | 410,000 compounds, 0.31% hits | AREc32 ARE-luciferase reporter (MCF7-derived line), luminescence, 24 h | Potency, µM (titrated, usually from 46.1 µM), for inactives: at the highest dose activation, most hits filed as activators | AID 624171; note: potency is the fitted concentration of half-maximal effect; % of control where 0% means no effect; nearly all actives have a fitted effect of over 65% in size
#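 Luciferase luminescence (Steady-Glo, 30 min at room temperature) served as the read-out of ARE activation in AREc32 cells treated with compounds for 24 hr at 37 deg C.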
# HepG2 viability – HepG2 cytotoxicity, counter-screen for TGF-b inhibitors | HepG2 CAGA-GFP viability, ATP luminescence, 18 h | Potency, µM (highest dose often 46.1 µM), inactives show at the top dose activity change, negative = cytotoxicity, usual class: cytotoxic | 410,000 compounds, 0.76% hits | AID 588856; note: potency is the fitted concentration of half-maximal effect; some results filed as inactive show a strong effect at the top dose
#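 HepG2 CAGA-GFP cells (1000/well, DMEM with 1% FBS) received compound, then TGF-beta at 500 pg/mL final, and were incubated 18 hours at 37 degrees C. Viability was read by CellTiter-Glo luminescence. Media-only wells were set as complete cell-killing and DMSO as no toxicity.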
# ATXN viability – cell viability loss in ATXN counter-screen; 400,000 compounds, 0.49% hits; Potency, µM (highest dose often 56.7 µM), most hits filed as cytotoxic; S2 cells (HEK-293 line with an ATXN2-luciferase reporter) viability, CellTiter-Fluor protease fluorescence, 24 h; note: potency is the fitted concentration of half-maximal effect; nearly all actives have a fitted effect of over 40% in size
# A549 viability – kills or reduces viability of A549 cells in Nrf2 counter-screen; A549 ARE-Fluc cells, CellTiter-Fluor viability, 18-24 h; Potency, µM (highest dose often 46 µM), for inactives: at the top dose activity change, negative = cytotoxicity, hits mostly inhibitors; AID 504648; 390,000 compounds, 0.16% hits; note: potency is the fitted concentration of half-maximal effect; % is set by controls: 0 for no effect and ±100 for the full control effect
#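 A549 ARE-Fluc cells in 5% FBS OPTI-MEM, 5000 cells/well, rested 2 h then exposed to compounds in concentration-response for 18-24 h at 37 °C. Viability by CellTiter-Fluor fluorescence (Ex 405/Em 525) after 30 min; luciferase luminescence (BugLite, 15 min, RT) read afterwards.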
# MmCpn inh – inhibitors of Methanococcus maripaludis chaperonin (MmCpn). 330,000 compounds, 0.031% hits. purified Mm-Cpn ATPase, ADP Transcreener TR-FRET. Potency, µM (titrated, usually from 76.9 µM), for inactives: at the top dose activity, negative = inhibition, actives largely listed as inhibitors; note: potency is the fitted concentration of half-maximal effect; % is set by controls: 0 for no effect and ±100 for the full control effect; nearly all actives have a fitted effect of over 80% in size
#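 ATP (10 uM final) was added to archaeal chaperonin (25 nM final) after 10 min exposure to test compound at 37°C; after 30 min further incubation, ADP was detected by competitive TR-FRET.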
# * hit, by the source's call; i = inactive; ? = inconclusive; · = not tested or not shown; & = joins results of further samples; [ ] = dose if it differs, or a comment. Unless noted, calls come from the whole dose curve; as a rule, active = well fitted curve in the direction sought with a large enough effect; inconclusive = small, poorly fitted or top-dose-only effect, or another doubt; inactive = no such curve, though single readings can be large; an effect the other way counts as inactive or inconclusive.
1	CC[C@@H](C)[C@@H]1CN([C@@H](CN2CCC[C@H]2CN2C(N)=NC[C@@H]2Cc2ccccc2)C(C)C)C(=N)N1CCCC1CCCC1
2	CC(C)CNC(=O)COC(=O)/C=C/c1ccco1
3	CCOC(=O)NC(=O)C(/C=N/c1sccc1C(=O)OC)=C(\C)O
4	Cc1cc(C)c2nc(C(F)(F)F)nc(NCCCN3CCCC3=O)c2c1
5	O=C(N/N=C/c1ccc(N2CCOCC2)o1)c1cccc(C(F)(F)F)c1
6	COc1cccc(-c2nnc(SC(C(=O)c3c[nH]c4ccccc34)c3ccccc3)n2C)c1 (configuration not stated)
7	CC(=O)c1ccc(N2CCN(C(=O)COc3ccccc3F)CC2)c(F)c1
8	COc1ccccc1N1CCN(C(=O)C2CCN(C(=O)c3ccccc3C)CC2)CC1
9	CCCCn1cnc2cc(NCc3ccncc3)ccc21
10	COc1ccc(NC(=O)CN(C)C(=O)Cc2ccc(S(=O)(=O)N3CCOCC3)s2)cc1
assay / entry	1	2	3	4	5	6	7	8	9	10
A549 viability	-1%	-10%	-3%	?	·	-17%	-9%	0%	0%	-2%
ATXN viability	i	i	?	i	i	i	i	i	i	i
Nrf2 activator	-2.0%	?	3.1%	1.9%	9.3%	4.9%	-0.5%	-0.6%	0.2%	0.0%
MmCpn inh	0%	0%	0%	0%	0%	-3%	0%	2%	-2%	-2%
HepG2 viability	-2%	4%	-5%	-15%	-71%	-13%	-8%	0%	3%	0%
TGFb SMAD3 inh	1%	6%	-7%	-1%	-7%	?	21%	-2%	-15%	0%
CCT modulator	-1.2	-2.4	-5.4	0.0	-1.4	0.6	-0.1	-0.7	-1.3	-2.3
Akt phos inh	i	i	i	i	i	i	i	i	i	i
Nrf2 block	5%	7%	?	?	-15%	?	-10%	-25%	-18%	-7%

11	Cc1oc2ncn(CC(C)C)c(=O)c2c1C(=O)Nc1ccc(Cl)cn1
12	NNC(=O)c1ccc(N2CCCCCC2)c([N+](=O)[O-])c1
13	Cc1ccc(Nc2nc(NCc3ccco3)c3ccccc3n2)cc1
14	CCOC(=O)C1CCN(C(=O)CN2C(=O)COc3ccc(C(C)(C)C)cc32)CC1
15	CCOc1ccc(CC(=O)N/N=C(\C)c2cccnc2)cc1OCC
16	CCc1ccc2c(c1)-c1ccccc1S(=O)(=O)N2CC(=O)N1CCC(C)CC1
17	CC1CCC(=O)N(CCSc2ccccc2)CC1 (configuration not stated)
18	CC(=O)c1ccc(COC(=O)c2cc3ccccc3oc2=O)cc1
19	COC(=O)c1c(C)[nH]c(C(=O)OCC(=O)N2c3ccccc3NC(=O)C2(C)C)c1C
20	COc1ccc(NC(=O)C2=C(C)NC(=O)NC2c2cccc(OC)c2OC)c(OC)c1 (configuration not stated)
assay / entry	11	12	13	14	15	16	17	18	19	20
A549 viability	4%	0%	?	-8%	1%	-9%	-3%	-2%	11%	-3%
ATXN viability	i	i	i	i	i	?	i	i	i	i
Nrf2 activator	4.2%	0.0%	-0.5%	0.1%	-2.0%	4.9%	-0.3%	5.8%	3.3%	-0.5%
MmCpn inh	·	-1%	0%	-2%	-6%	·	1%	-1%	-8%	2%
HepG2 viability	-2%	0%	-47%	1%	-11%	-28%	8%&-1%	-13%	-11%	-2%
TGFb SMAD3 inh	-3%	16%	11µM*	-12%	-5%	-24%	23%&7%	-16%	-8%	-1%
CCT modulator	·	-0.1	-0.3	-4.2	-1.2	·	1.2	-1.7	-2.6	-1.5
Akt phos inh	·	i	i	·	i	·	i	i	i	i
Nrf2 block	?	7%	?	-16%	?	22%	?	4%	-22%	-12%

21	O=C(N=C1SC2CS(=O)(=O)CC2N1c1cccc(Cl)c1Cl)C1CCCO1 (configuration not stated)
22	COc1cc(S(=O)(=O)N2CC(=O)Nc3ccccc32)ccc1NC(C)=O
23	CN(C)S(=O)(=O)c1cccc(C(=O)Nc2cc(Cl)cc(Cl)c2)c1
24	Cc1ccc(-c2nnc3sc(C4COc5ccccc5O4)nn23)cc1 (configuration not stated)
25	Fc1ccc2nc(Nc3nc4cc5c(cc4s3)OCCO5)sc2c1
26	Cc1cc(C(=O)COC(=O)c2ccc3c(c2)OCO3)c(C)n1CC1CCCO1 (configuration not stated)
27	C[C@H]1COc2cc(N3CC[C@H](O)C3)ccc2S(=O)(=O)N1
28	O=C1N=C(N2CCOCC2)S/C1=C\c1ccc(-c2ccccc2Cl)o1
29	O=[N+]([O-])c1cccc2nc3ccccc3c(NCCCn3ccnc3[N+](=O)[O-])c12
30	COc1ccc(CCN2C(=O)c3[nH]nc(-c4ccccc4O)c3C2c2ccccc2)cc1 (configuration not stated)
assay / entry	21	22	23	24	25	26	27	28	29	30
A549 viability	4%	0%	-14%	10%	14%	-2%	·	2%	?	-14%
ATXN viability	i	i	i	i	i	i	i	i	?	·
Nrf2 activator	0.3%	-0.3%	3.8%	0.3%	10%[9.22 µM]	1.8%	-0.7%	2.3%	13%	-2.3%
MmCpn inh	-3%	-4%	-12%	0%	?	2%	·	1%	·	·
HepG2 viability	7%	-14%	-35%	8%	-17%	-6%	·	0%	-5%	-79%
TGFb SMAD3 inh	-7%	5%	?	21%	?	-3%	·	9%	0.11µM*	?
CCT modulator	-0.3	1.1	-2.5	-1.1	0.5	-2.2	-2.5	-5.6	-7.7	·
Akt phos inh	i	i	i	i	i	i	i	i	i	·
Nrf2 block	7%	4%	?	·	?	15%	·	-3%	0.15µM*	-25%

31	COc1cccc(N2[C@@H](CC(C)=O)c3ccc(/C=C/C(C)=O)cc3S2(=O)=O)c1
32	CCOC(=O)C1CCCN(C(=O)c2ccc(-n3ccc4ccccc43)s2)C1 (configuration not stated)
33	COc1ccc(CN2CCN(C(=O)c3cc(C4CC4)nn3-c3ccccc3)CC2)cc1F
34	Cc1cccc(-n2nc3c(c2NC(=O)C2CC2)CS(=O)(=O)C3)c1C
35	O=c1oc2ccccc2c2[nH]ccc12
36	O=C(/C=C/c1ccc(O)c(O)c1)OC1C(O)CC(OC(=O)/C=C/c2ccc(O)c(O)c2)(C(=O)O)CC1O (configuration not stated)
37	CCCC(=O)Nc1cc(C)cn(Cc2c(F)cccc2Cl)c1=O
38	C=CCSc1n[nH]c(=O)n1-c1cccc(C(F)(F)F)c1
39	Cc1cc(/C=C2/C(=O)N(C)C(=S)N2C)ccc1N1CCCC1
40	COc1ccccc1C1CC(c2cccc(NS(C)(=O)=O)c2)=NN1S(=O)(=O)c1ccccc1 (configuration not stated)
assay / entry	31	32	33	34	35	36	37	38	39	40
A549 viability	-6%	3%	24%	-4%	2%	-1%	7%	-1%	-5%	-6%
ATXN viability	·	·	i	i	i	i	i	i	?	i
Nrf2 activator	5.5%	0.2%	8.4%	-0.8%	2.1%	-0.9%	2.7%	0.3%	5.7%	-0.8%
MmCpn inh	·	·	2%	-3%	1%	1%	0%	2%	-1%	-3%
HepG2 viability	-37%&-84%	-22%	-15%	7%	-8%	1%	-6%	23%	-7%	-15%
TGFb SMAD3 inh	16µM*	-4%	?	-12%	-21%	1%	0%	0%	14%	-20%
CCT modulator	-1.5	·	1.3	-2.1	0.6	-7.9	1.1	-0.5	-7.9	-0.3
Akt phos inh	i	·	i	·	i	i	i	i	i	i
Nrf2 block	4%	?	-18%	?	-7%	8%	9%	4%	?	?

41	O=C(CCc1nc2cccnc2n1Cc1cccs1)Nc1cccc(C(F)(F)F)c1
42	Nc1nc(NCc2ccc(Cl)cc2)nc(NCCO)c1[N+](=O)[O-]
43	COC(=O)c1ccc(CSc2nc(N)cc(N)n2)cc1
44	CCn1c(N)c(Br)c(=O)[nH]c1=O
assay / entry	41	42	43	44
A549 viability	0%	12%	4%	-4%
ATXN viability	?	i	i	i
Nrf2 activator	-0.4%	12%	0.5%	0.4%
MmCpn inh	·	-3%	0%	0%
HepG2 viability	-50%	2%	-1%	-1%
TGFb SMAD3 inh	?	0%	0%	1%
CCT modulator	·	-4.5	0.9	-0.3
Akt phos inh	·	i	i	i
Nrf2 block	-13%	-12%	?	-13%

# Reprinted at random: 7 compounds from above.
29	O=[N+]([O-])c1cccc2nc3ccccc3c(NCCCn3ccnc3[N+](=O)[O-])c12
22	COc1cc(S(=O)(=O)N2CC(=O)Nc3ccccc32)ccc1NC(C)=O
14	CCOC(=O)C1CCN(C(=O)CN2C(=O)COc3ccc(C(C)(C)C)cc32)CC1
33	COc1ccc(CN2CCN(C(=O)c3cc(C4CC4)nn3-c3ccccc3)CC2)cc1F
37	CCCC(=O)Nc1cc(C)cn(Cc2c(F)cccc2Cl)c1=O
30	COc1ccc(CCN2C(=O)c3[nH]nc(-c4ccccc4O)c3C2c2ccccc2)cc1 (configuration not stated)
12	NNC(=O)c1ccc(N2CCCCCC2)c([N+](=O)[O-])c1
assay / entry	29	22	14	33	37	30	12
A549 viability	?	0%	-8%	24%	7%	-14%	0%
ATXN viability	?	i	i	i	i	·	i
Nrf2 activator	13%	-0.3%	0.1%	8.4%	2.7%	-2.3%	0.0%
MmCpn inh	·	-4%	-2%	2%	0%	·	-1%
HepG2 viability	-5%	-14%	1%	-15%	-6%	-79%	0%
TGFb SMAD3 inh	0.11µM*	5%	-12%	?	0%	?	16%
CCT modulator	-7.7	1.1	-4.2	1.3	1.1	·	-0.1
Akt phos inh	i	i	·	i	i	·	i
Nrf2 block	0.15µM*	4%	-16%	-18%	9%	-25%	7%

# Assay outcomes (PubChem)
